# Screening results as filed in PubChem.
# PrPC surface inh = inhibitors of human cell surface prion protein PrPC, primary screen, cell-based, TR-FRET; Major prion protein (Homo sapiens), P04156; TR-FRET read-out; inhibition, % at 13.8 µM; 0.43% of 370,000 active; AID 720596, 2013; in the data active = inhibition above about 24%; note: 0% = median of the test wells and 100% = reference compound wells
# FadD28 binding = inhibitors of FadD28 bisubstrate probe binding, primary screen, biochemical, fluorescence polarization, single point | 0.22% of 360,000 active | AID 588549, 2011 | inhibition, % at 12.5 µM | Mycobacterium tuberculosis FadD28 fatty-acid-AMP ligase; in the data active = inhibition above about 8.5%, passing the limit was not always enough
# Mtb BioA inh = M. tuberculosis BioA enzyme inhibitors, primary screen, biochemical, plate reader, single point, HTS. 7,8-diaminopelargonic acid synthase BioA (Mycobacterium tuberculosis). purified M. tuberculosis BioA enzyme. inhibition, % at 9.99 µM. 0.096% of 360,000 active. AID 602481, 2012; in the data active = inhibition above about 40%
# BoNT-F LC inh = BoNT/F light chain protease inhibitors, primary screen, biochemical, flow cytometry, MLPCN library; inhibition, % at 10 µM; Multiplex microsphere protease cleavage assay; AID 588497, 2011; Botulinum neurotoxin type F light chain protease (Clostridium botulinum); 0.22% of 360,000 active; in the data active = inhibition above about 35%, passing the limit was not always enough; note: plate controls were buffer without enzyme for full effect and enzyme alone for no effect
# Rv3671c inh = Rv3671c serine protease inhibitors, primary screen, biochemical, fluorescence polarization, M. tuberculosis H37Rv; 0.048% of 320,000 active; P9WHR9; AID 2606, 2010; inhibition, % at 5.96 µM; in the data active = inhibition above about 38%;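 note: extracellular domain of Rv3671c used as enzyme; 0% = enzyme with DMSO and 100% = no enzyme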
# Target sequence (P9WHR9 whole entry, looked up, the tested form may be a part): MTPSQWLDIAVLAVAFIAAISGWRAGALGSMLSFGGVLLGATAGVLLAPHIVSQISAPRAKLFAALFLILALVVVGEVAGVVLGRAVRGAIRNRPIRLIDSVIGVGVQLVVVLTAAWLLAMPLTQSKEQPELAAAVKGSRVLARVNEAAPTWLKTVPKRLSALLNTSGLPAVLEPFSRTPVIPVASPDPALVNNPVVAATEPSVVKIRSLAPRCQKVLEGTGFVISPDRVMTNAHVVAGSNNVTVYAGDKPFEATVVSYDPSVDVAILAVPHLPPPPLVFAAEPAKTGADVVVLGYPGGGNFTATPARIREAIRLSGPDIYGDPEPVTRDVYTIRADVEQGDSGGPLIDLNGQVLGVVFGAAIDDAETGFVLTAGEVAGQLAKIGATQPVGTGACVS
# MazEF act = activators of E. coli MazEF toxin-antitoxin RNase, primary screen, biochemical, fluorescence, uHTS | Endoribonuclease toxin MazF (Escherichia coli (strain K12)), P0AE70 | 0.32% of 350,000 active | FAM/BHQ RNA-DNA oligo cleavage fluorescence, 5 h | activation, % at 20 µM | AID 504720, 2011; in the data active = activation above about 50%
# Target sequence (P0AE70 whole entry, looked up): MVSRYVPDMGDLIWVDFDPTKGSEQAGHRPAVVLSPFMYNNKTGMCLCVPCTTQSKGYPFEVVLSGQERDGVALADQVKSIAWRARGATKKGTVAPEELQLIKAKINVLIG
# GDH-TPI inh = GDH-TPI coupling enzyme inhibitors, primary screen, artefact control for M. tuberculosis FBA inhibitor project, biochemical, absorbance, full deck | 1.2% of 360,000 active | GDH-TPI coupled enzyme counterscreen, NADH absorbance | inhibition, % at 4.8 µM; in the data active = inhibition above about 30%;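 note: 0% = DMSO wells and 100% = wells lacking the enzyme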
# Mtb FBA inh = Mtb FBA enzyme inhibitors, primary screen, biochemical, fluorescence, strain H37Rv; inhibition, % at 1 µM; 2.3% of 360,000 active; purified M. tuberculosis FBA, fluorescence read-out; Fructose-bisphosphate aldolase (Mycobacterium tuberculosis (strain ATCC 25618 / H37Rv)), …; in the data active = inhibition above about 27%;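 note: 0% = vehicle and 100% = reference inhibitor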
# Target sequence (P9WQA3 whole entry, looked up): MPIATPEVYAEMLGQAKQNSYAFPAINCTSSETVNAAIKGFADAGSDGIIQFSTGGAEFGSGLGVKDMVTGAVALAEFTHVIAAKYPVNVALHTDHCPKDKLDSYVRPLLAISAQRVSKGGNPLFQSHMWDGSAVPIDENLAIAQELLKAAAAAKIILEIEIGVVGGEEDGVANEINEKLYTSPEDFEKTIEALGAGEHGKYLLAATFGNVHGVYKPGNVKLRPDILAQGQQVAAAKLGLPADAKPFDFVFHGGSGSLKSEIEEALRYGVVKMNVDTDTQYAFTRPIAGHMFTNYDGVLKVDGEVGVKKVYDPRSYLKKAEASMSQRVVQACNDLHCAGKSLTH
# UGM FP inh = M. tuberculosis UGM enzyme inhibitors, primary screen, biochemical, fluorescence polarization, single point | UDP-galactopyranose mutase (Mycobacterium tuberculosis (strain ATCC 25618 / H37Rv)), … | purified UGM, fluorescence polarization probe displacement | inhibition, % at 10 µM | 0.06% of 320,000 active; in the data active = inhibition above about 10%, passing the limit was not always enough
# * marks the source's active call; other numbers are inactive results; nt = no result given. Compounds as they come. About 4.8% of those tested had a hit in this group.
# Every second line gives: PrPC surface inh	FadD28 binding	Mtb BioA inh	BoNT-F LC inh	Rv3671c inh	MazEF act	GDH-TPI inh	Mtb FBA inh	UGM FP inh
- CC1(C(=O)NS(=O)(=O)C2CC2)CCCN(C(=O)/C=C/c2ccccc2)C1 (stereo not given)
  4	-3.7	-0.8	-3	nt	nt	-4	-4	nt
- COc1ccccc1C(=O)OCn1nnc2ccccc2c1=O
  -5	-1.5	-0.2	-5	-3	5	-3	-2	-2.3
- O=C(Nc1ccc(Br)cc1)c1cccc2c1C(=O)N(C1CCCCC1)C2
  0	-0.9	-0.1	-10	2	-6	4	-1	-0.7
- O=C(Cc1ccccc1[N+](=O)[O-])NNC(=O)Nc1ccc2c(c1)OCO2
  -3	0.1	-0.2	-1	-8	5	5	1	4.0
- O=C(c1cccs1)N1CCN(C23CC4CC(CC(C4)C2)C3)CC1
  -2	-2.5	-0.2	1	1	-11	-5	1	0.4
- COC(=O)c1ccc(NC(=O)CSc2nnc(Cc3cccn3C)n2-c2ccc(F)cc2)cc1
  -8	-0.8	-1.5	0	-2	-5	-5	1	-0.8
- Cc1cc(NC(=O)C2CCCO2)ccc1Br (stereo not given)
  7	-2.3	nt	9	2	6	2	0	-0.9
- COc1ccc(OC)c(C2=NS(=O)(=O)N(C)C(C(=O)Nc3cccc(C(C)=O)c3)=C2)c1
  -5	-2.9	0.9	1	-7	-9	11	-4	1.9
- COc1ccc(OC)c(/C=N/NC(=O)C(=O)N2CCCCCC2)c1
  7	0.4	2.0	-3	2	2	13	2	1.1
- CCc1nc(SCC(=O)Nc2ccc(N(CC)CC)cc2)n[nH]1
  -2	-3.4	-0.8	0	nt	-4	8	-2	nt
- Cc1ccccc1NC(=S)NCCc1c[nH]c2ccccc12
  6	-2.9	nt	-4	12	-1	-3	0	-1.3
- CC(=O)c1ccc(NC(=O)c2cc(S(=O)(=O)N3CCOCC3)ccc2C)cc1
  4	-0.9	6.7	3	10	11	-1	0	-0.5
- O=C1NC(=Nc2ccccc2Cl)S/C1=C\c1cccc([N+](=O)[O-])c1O
  -15	21*	4.8	nt	-3	-10	36*	-10	0.0
- CCC(CC)Nc1ccc(C(CC(N)=O)NC(=O)Cc2ccc(Br)cc2)cc1[N+](=O)[O-] (stereo not given)
  -7	-3.3	-2.1	-4	-2	34	9	-1	1.5
- Cc1ccc(C)c(N2N=C(C(=O)OCC(=O)N(C)c3ccccc3)CCC2=O)c1
  -6	-2.6	-0.3	nt	nt	4	-6	-1	nt
- CO[C@H]1CC[C@@]2(C)[C@@H](CC[C@@H]3[C@@H]2CC[C@@]2(C)[C@H]3C[C@H](C(=O)N[C@@H](CCCN=C(N)N)C(=O)NCC(=O)N[C@@H](CC(=O)O)C(N)=O)O[C@]23CCCO3)C1
  nt	-1.7	4.2	-10	nt	-2	4	2	nt
- CN(Cc1ccccc1)C(=O)c1[nH]c(C(F)(F)F)nc1-c1ccccc1
  4	-1.3	1.2	1	nt	nt	nt	5	nt
- CCOc1ccccc1N1CCN(C(=O)/C=C/c2cccc([N+](=O)[O-])c2)CC1
  -9	0.1	2.1	-2	-1	2	-2	0	-0.9
- O=C(NC1CCCC1)c1ccc(CSc2nc3ccncc3n2Cc2ccc(F)cc2)cc1
  -8	-9.2	0.6	-5	-2	2	-1	0	3.0
- CCCn1cnnc1CNC(=O)C1CCC(=O)N(CCCc2ccccc2)C1 (stereo not given)
  3	0.0	-0.4	4	-2	1	16	3	-2.8

# Some of the entries above in another layout:
SMILES: O=C(c1cccs1)N1CCN(C23CC4CC(CC(C4)C2)C3)CC1
  PrPC surface inh = -2	FadD28 binding = -2.5	Mtb BioA inh = -0.2	BoNT-F LC inh = 1	Rv3671c inh = 1	MazEF act = -11	GDH-TPI inh = -5	Mtb FBA inh = 1	UGM FP inh = 0.4

SMILES: COC(=O)c1ccc(NC(=O)CSc2nnc(Cc3cccn3C)n2-c2ccc(F)cc2)cc1
  PrPC surface inh = -8	FadD28 binding = -0.8	Mtb BioA inh = -1.5	BoNT-F LC inh = 0	Rv3671c inh = -2	MazEF act = -5	GDH-TPI inh = -5	Mtb FBA inh = 1	UGM FP inh = -0.8

# For convenience, part of the list above:
# Every second line gives: PrPC surface inh	FadD28 binding	Mtb BioA inh	BoNT-F LC inh	Rv3671c inh	MazEF act	GDH-TPI inh	Mtb FBA inh	UGM FP inh
- CC1(C(=O)NS(=O)(=O)C2CC2)CCCN(C(=O)/C=C/c2ccccc2)C1 (stereo not given)
  4	-3.7	-0.8	-3	nt	nt	-4	-4	nt
- COc1ccccc1C(=O)OCn1nnc2ccccc2c1=O
  -5	-1.5	-0.2	-5	-3	5	-3	-2	-2.3

# (cont.)
# Every second line gives: PrPC surface inh	FadD28 binding	Mtb BioA inh	BoNT-F LC inh	Rv3671c inh	MazEF act	GDH-TPI inh	Mtb FBA inh	UGM FP inh
- Cc1cc(C)n(CC(=O)NNC(=O)c2ccc(S(C)(=O)=O)cc2)n1
  14	-0.3	-0.4	-11	-2	-2	7	3	-0.9
- O=C(c1ccc(COc2ccccc2Br)o1)N1N=C(C(F)F)CC1(O)C(F)F (stereo not given)
  -7	-1.5	-2.9	2	3	-14	14	2	0.0
- CC1(C)CC(C(CC(=O)O)c2ccccc2)CCO1 (stereo not given)
  -2	-0.9	0.0	1	2	3	1	0	0.2
- COc1ccc(Cn2c(C)nc3ccc([N+](=O)[O-])cc3c2=O)cc1
  -33	0.3	0.9	-5	6	9	9	1	-0.4
- COC(=O)c1ccc(N2CCN(C)CC2)c(NC(=O)c2cccs2)c1
  -6	-2.7	-4.0	4	4	0	1	-2	-0.4
- CC(C)CC[n+]1ccccc1/C=C/c1ccc(N(C)C)cc1
  0	-4.8	-3.2	-31	-46	-588	1	-15	0.4
- CCOc1ccc(NC(=O)CSc2nc3[nH]ncc3c(=O)n2-c2ccccc2OC)cc1
  -1	1.2	-1.0	-6	-6	-3	6	-4	-2.5
- CCS(=O)(=O)N1CCN(c2c(Cl)cccc2[N+](=O)[O-])CC1
  -4	0.1	-0.4	2	-2	-1	-1	-2	-0.8
- NC(=S)NN=CCn1cc([N+](=O)[O-])c(=O)[nH]c1=O
  -6	-3.5	4.1	-13	nt	2	19	-2	nt
- CSCCC(NS(=O)(=O)c1ccc(C)cc1)C(=O)N1CC=C(c2ccccc2)CC1 (stereo not given)
  2	-3.2	nt	-7	-3	2	0	0	0.0
- CCOC(=O)N1CCN(C(=O)CN(CC)S(=O)(=O)c2cc(C)ccc2OC)CC1
  3	0.4	1.5	7	-2	-4	9	0	1.9
- O=C(c1cccc(COCC(F)(F)C(F)F)c1)N1CCN(c2ccccc2)CC1
  7	-4.1	1.3	-7	10	-5	-10	1	-2.0
- Cc1c(OCC(=O)N[C@@H](CSCc2ccccc2)C(=O)O)ccc2c3c(c(=O)oc12)CCC3
  -1	-9.6	7.2	8	nt	1	8	2	nt
- Nc1c(Cl)cc(-c2cn(CCC(=O)O)c(-c3ccncc3)n2)cc1Cl
  2	-4.1	-1.0	-3	5	6	5	-1	-2.5
- O=C(NCc1cc(C(F)(F)F)ccc1Cl)c1cccc2c1C(=O)c1ccc(N3CCCCC3)cc1S2(=O)=O
  -4	0.1	-1.1	5	-4	-948	0	4	5.6
- CCCCOc1cc(CC2CNC(=O)N2)ccc1OC (stereo not given)
  -5	-2.8	0.5	-3	7	4	-7	-1	-5.5
- O=C(OCc1cc2ccccc2[nH]c1=O)c1ccncc1
  -7	-5.3	nt	-5	-10	4	1	1	-0.5
- Cc1ccc2c(cnn2C(=O)CCCC(=O)NCc2ccc(F)cc2)c1
  -4	-0.2	-1.6	-4	-2	1	10	0	-0.9
- O=C(COC(=O)c1ccc(Cl)nc1)NNC(=O)c1ccc(Cl)cc1
  1	0.1	-0.8	nt	1	-4	7	0	3.7
- O=C(CN(C(=O)c1csnn1)c1cccc(C(F)(F)F)c1)NCc1ccc(F)cc1
  6	-3.8	-0.2	-15	-5	4	0	3	-3.2

# Full records, quoted from the list. Values in the order: PrPC surface inh, FadD28 binding, Mtb BioA inh, BoNT-F LC inh, Rv3671c inh, MazEF act, GDH-TPI inh, Mtb FBA inh, UGM FP inh
# CC1(C)CC(C(CC(=O)O)c2ccccc2)CCO1 (stereo not given) is listed with -2, -0.9, 0.0, 1, 2, 3, 1, 0, 0.2
# COc1ccc(Cn2c(C)nc3ccc([N+](=O)[O-])cc3c2=O)cc1 is listed with -33, 0.3, 0.9, -5, 6, 9, 9, 1, -0.4
# O=C(COC(=O)c1ccc(Cl)nc1)NNC(=O)c1ccc(Cl)cc1 is listed with 1, 0.1, -0.8, nt, 1, -4, 7, 0, 3.7
# CC(C)CC[n+]1ccccc1/C=C/c1ccc(N(C)C)cc1 is listed with 0, -4.8, -3.2, -31, -46, -588, 1, -15, 0.4

# Additional records follow.
# Every second line gives: PrPC surface inh	FadD28 binding	Mtb BioA inh	BoNT-F LC inh	Rv3671c inh	MazEF act	GDH-TPI inh	Mtb FBA inh	UGM FP inh
- CC(=O)OCC(OC(C)=O)C(OC(C)=O)C(OC(C)=O)C(=O)Nc1ccc(C)cc1C (stereo not given)
  6	-0.5	-6.3	9	0	5	3	0	-2.3
- O=C(Nc1nnc(-c2ccccn2)o1)c1cccc(Br)c1
  -10	-0.8	-0.9	-3	-5	4	9	10	1.7
- O=C1CC(c2ccccc2)CC(=O)N1c1ccccc1
  4	-2.9	1.2	-4	3	-3	3	1	2.2
- CCCC(C(=O)Nc1ccc(S(=O)(=O)N2CCOCC2)cc1)c1ccccc1 (stereo not given)
  4	-5.3	-0.2	-6	-15	-21	2	-5	0.1
- COc1ccc2oc(C(=O)OCC(=O)NCCc3ccc(S(N)(=O)=O)cc3)c(C)c2c1
  2	-1.2	-0.5	-6	1	-7	8	38*	-1.9
- CCOC(=O)c1cc(C(=O)c2cc(Br)ccc2O)coc1=N
  -4	-1.0	nt	-8	-1	-7	2	3	-0.7
- Cc1cc(OCC(=O)NC(Cc2ccc(Cl)cc2)C(=O)O)c2c(C)cc(=O)oc2c1 (stereo not given)
  -1	-3.0	0.4	3	-10	1	6	74*	2.5
- CCOc1ccc(NC(=O)C(c2ccccn2)N(C(=O)CCl)c2ccc(OC)cc2)cc1 (stereo not given)
  -4	0.2	nt	-7	-9	8	6	0	0.0
- NC(=O)C(c1ccc(F)cc1)c1ccc(C(=O)c2ccccc2)cc1 (stereo not given)
  3	-0.5	3.6	8	0	0	-5	0	1.1
- CC(=O)Nc1cc(-c2ccccc2F)cn2c(-c3ccccc3)cnc12
  -3	-2.5	-1.3	4	nt	nt	-4	5	nt
- O=C(Nc1scc(-c2ccccc2)c1C(=O)O)c1ccco1
  1	-0.8	0.6	14	-4	0	11	0	6.1
- FC(F)(F)c1cccc(NC(=S)NC2CCCC2)c1
  11	-1.4	nt	-6	6	6	-5	-1	-3.5
- COc1cc(/C=N/NC(=O)/C(=C\c2ccc3c(c2)OCO3)NC(=O)c2ccccc2)ccc1O
  -16	-1.7	-1.2	-1	4	8	47*	-4	2.5
- COc1ccc(-n2nc(C(=O)NCC(=O)N(C)Cc3ccccc3)c3ccccc3c2=O)cc1
  0	-5.2	5.3	0	0	11	12	-5	0.0
- COc1ccc(CNC(=O)c2ccc(S(=O)(=O)N3CCOCC3)cc2)cc1
  4	-3.1	nt	-2	nt	2	8	-3	nt
- CC(=O)Nc1cc(-c2nn(CC(=O)N3CCCCC3)c(=O)c3ccccc23)ccc1N1CCOCC1
  -2	0.6	1.8	2	7	-4	-5	-1	3.3
- O=C(Cc1ccccc1)NC1c2ccccc2-c2ccccc21
  -2	-0.8	nt	-1	-11	-8	1	-1	0.9

# Looked up above:
# NC(=S)NN=CCn1cc([N+](=O)[O-])c(=O)[nH]c1=O | FadD28 binding = -3.5
# CSCCC(NS(=O)(=O)c1ccc(C)cc1)C(=O)N1CC=C(c2ccccc2)CC1 (stereo not given) | FadD28 binding = -3.2
